Bioassay records from PubChem BioAssay.
APJ antag: antagonists of human apelin receptor APJ, primary screen, CHO-K1 cells, beta-arrestin complementation, luminescence; AID 2521, 2010; P35414; 330,000 compounds, 0.32% hits; inhibition, % at 20 µM;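 active means inhibition above about 40% at 20 µM, limit read from the data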;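 further: cells challenged with 10 nM apelin-13 agonist together with compound; plate controls were apelin-13 plus DMSO wells for no effect and DMSO wells lacking apelin-13 for full effect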
Target sequence (P35414 whole entry, looked up): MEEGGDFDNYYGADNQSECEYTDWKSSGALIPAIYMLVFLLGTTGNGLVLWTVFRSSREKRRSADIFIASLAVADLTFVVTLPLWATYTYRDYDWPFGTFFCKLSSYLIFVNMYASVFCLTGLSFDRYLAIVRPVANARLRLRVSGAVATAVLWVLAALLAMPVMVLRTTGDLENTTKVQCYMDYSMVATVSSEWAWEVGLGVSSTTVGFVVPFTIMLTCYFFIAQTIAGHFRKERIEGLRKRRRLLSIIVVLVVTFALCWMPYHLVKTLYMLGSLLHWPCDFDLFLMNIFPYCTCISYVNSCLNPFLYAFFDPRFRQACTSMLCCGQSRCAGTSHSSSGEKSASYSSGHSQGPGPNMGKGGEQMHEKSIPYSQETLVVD
NLRP3 yeast inh: NALP3 inflammasome inhibitors in reconstituted yeast, primary screen, luminescence, uHTS; AID 2825, 2010; inhibition, % at 10 µM; Yeast reconstituted NLRP3/ASC/caspase-1, beta-gal luminescence, 24 h; 330,000 compounds, 0.39% hits;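 active means inhibition of 50% or more; inactive means inhibition below 50%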;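 further: plate controls were induced DMSO wells for no effect and uninduced yeast grown without galactose for full effect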
APJ agonist: agonists of human apelin receptor APJ, primary screen, CHO-K1 cells, PathHunter beta-arrestin, luminescence; P35414; 0% DMSO wells, 100% apelin; activation, % at 20 µM; 330,000 compounds, 0.11% hits; AID 2520, 2010;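 active means activation more than six SD over the plate average, tested at 20 µM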;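 further: 0% = DMSO alone and 100% = apelin-13 at 10 nM; some results filed as inactive read as strong as hits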
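assay system = CHO-K1 APJ beta-arrestin complementation cell line | input = cell density 1000 per well | dosing = compound 20 µM once, DMSO 1% | timing = compound 90 min 25 °C, reagent 1 h | measured by = luminescence from split beta-galactosidase complementation, Galacton Star/Emerald II substrate | read-out basis = APJ agonist activity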
tim23-1 inh: growth inhibitors of tim23-1 mutant yeast, primary screen, luminescence, uHTS | S. cerevisiae tim23-1 growth, BacTiter-Glo luminescence, 24 h | inhibition, % at 20 µM | 330,000 compounds, 1.3% hits | AID 463212, 2010;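 active means growth inhibition of the mutant yeast at or above 50%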;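 further: temperature-sensitive mutant grown at 25 °C; plate controls were DMSO-treated mutant yeast for no effect and medium wells lacking yeast for full effect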
GRIN3A LBD mod: binders of NR3A ligand-binding domain, primary screen, biophysical, differential scanning fluorimetry, uHTS. Glutamate receptor ionotropic, NMDA 3A (GRIN3A) ligand-binding domain. NR3A LBD differential scanning fluorimetry, Tm shift; 0% = protein alone, 100% = glycine-bound protein. Tm shift relative to glycine control, % at 25 µM. 340,000 compounds, 2.5% hits. AID 1259313, 2017;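 active means melting temperature shift of at least 10% of the positive control shift, at one fixed dose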
TIM10 inh: growth inhibitors of isogenic TIM10 control yeast, primary screen, counter-screen for tim10-1 yeast inhibitor project, luminescence, uHTS. 330,000 compounds, 1.4% hits. inhibition, % at 10 µM. AID 463195, 2010. S. cerevisiae TIM10 strain growth, BacTiter-Glo luminescence, 24 h;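 active means inhibition of 40% or more at the single tested concentration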;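 further: wild-type TIM10 isogenic control strain grown at permissive 25 °C; 0% = DMSO yeast wells and 100% = minimal medium wells without yeast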
beta cell repl: inducers of MIN6 beta-cell proliferation, primary screen, ATP luminescence, uHTS; proliferation, % at 10 µM; 330,000 compounds, 0.29% hits; MIN6 cells proliferation, ATPlite luminescence, 48 h; cells starved in 0.2% serum; 100% = growth in 10% serum;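 active means compounds whose signal lies at least 3.5 SD above the mean of all wells on their plate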;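 further: 0% = DMSO-treated cells in low-serum medium and 100% = 10% serum control; some compounds called inactive have numbers as strong as hits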
MPTP block: mitochondrial permeability transition pore inhibitors, primary screen, biochemical, isolated mouse mitochondria, absorbance; AID 602449, 2012; 360,000 compounds, 1.4% hits; Ca2+ swelling absorbance, 30 min; inhibition, % at 10 µM;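 active means inhibition of 50% or more, scaled per plate between neutral and stimulator controls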;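 further: 0% = DMSO wells given calcium and 100% = 1 mM EGTA wells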
tim10-1 inh: growth inhibitors of tim10-1 mutant yeast, primary screen, luminescence, uHTS | AID 463190, 2010 | 330,000 compounds, 2.2% hits | S. cerevisiae tim10-1 ts strain growth, BacTiter-Glo, 24 h | inhibition, % at 20 µM;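 active means inhibition of at least 40%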;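 further: mutant grown at 25 °C; 0% = DMSO wells with yeast and 100% = wells holding no yeast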
* = called active by the depositor; / = not tested or not shown.

The opening 4 records (preview)
SMILES	APJ antag	NLRP3 yeast inh	APJ agonist	tim23-1 inh	GRIN3A LBD mod	TIM10 inh	beta cell repl	MPTP block	tim10-1 inh
CCOc1ccc(NC(=S)N(Cc2ccc(N(C)C)cc2)Cc2ccco2)cc1	4	9	-5	38	2	46*	-4	-0.4	52*
COc1ccc(NC(=O)Nc2nnc(-c3ccncc3)s2)cc1	-2	20	1	-11	11*	-3	-3	16	-24
CN(C)S(=O)(=O)c1ccc(C(=O)NCc2ccc3[nH]c4c(c3c2)CCCC4)cc1	7	3	-1	7	-28	-1	-3	-0.7	0
O=C(O)c1cccc(Nc2ccc([N+](=O)[O-])c3nonc23)c1	41*	39	-6	10	1	3	1	5.0	19

The list itself, from the start:
SMILES	APJ antag	NLRP3 yeast inh	APJ agonist	tim23-1 inh	GRIN3A LBD mod	TIM10 inh	beta cell repl	MPTP block	tim10-1 inh
CCOc1ccc(NC(=S)N(Cc2ccc(N(C)C)cc2)Cc2ccco2)cc1	4	9	-5	38	2	46*	-4	-0.4	52*
COc1ccc(NC(=O)Nc2nnc(-c3ccncc3)s2)cc1	-2	20	1	-11	11*	-3	-3	16	-24
CN(C)S(=O)(=O)c1ccc(C(=O)NCc2ccc3[nH]c4c(c3c2)CCCC4)cc1	7	3	-1	7	-28	-1	-3	-0.7	0
O=C(O)c1cccc(Nc2ccc([N+](=O)[O-])c3nonc23)c1	41*	39	-6	10	1	3	1	5.0	19
COC(=O)C1=C(C)NC(=S)NC1c1ccc(OCC(=O)N2CCCCC2)c(OC)c1 (stereo not drawn)	15	4	-8	10	0	-5	6	-1.0	4
Cc1cc(C)n(CCc2nc(-c3ccc(-c4ccccc4)cc3)cs2)n1	7	-7	1	9	4	28	-6	15	34
CC(=O)Nc1ccn(-c2ccccc2)n1	-2	3	6	15	2	6	1	-0.3	5
C/C(=N\NC(=O)C1CC1)c1ccc(Cl)cc1	-19	-19	2	6	-1	-9	0	-0.1	3
O=C1CC(=C(c2ccccc2)c2ccccc2)C(=O)N1CCCCN1CCN(c2cccc(Cl)c2)CC1	7	12	-5	-4	-4	12	-6	12	10
Fc1ccc(NCc2cccnc2)cc1	-5	5	4	7	0	-2	-2	-0.3	9
CCN(CC)CCn1c(=S)[nH]c2ccccc2c1=O	6	4	3	2	-5	2	-2	-1.1	6
Cc1cc2nc(-c3ccc[nH]c3=O)n(Cc3cccc(F)c3)c2cc1C	4	-6	-4	14	-2	19	1	0.3	6
O=c1cc(N2CCN(c3ccccc3)CC2)[nH]c(=O)n1-c1ccccc1Cl	-10	-1	0	4	0	-1	0	-0.4	8
O=C(COC(=O)C12CC3CC(CC(O)(C3)C1)C2)Nc1ccc(Br)cc1F	-34	8	-5	18	0	-7	-3	-0.9	2
COc1ccccc1N1CCN(C(=O)c2ccoc2C)CC1	-9	-4	-2	14	0	-1	-2	78*	18
O=C(NC1CCCCCC1)c1cc(-c2ccccn2)nc2ccccc12	16	13	0	2	0	11	-2	0.5	21
O=C(N/N=C/c1c(O)ccc2ccccc12)c1cccnc1	-2	11	-1	42	-22	42*	-5	0.9	13
COc1ccccc1NC(=S)NCC1CCCCC1	16	9	-4	13	-1	4	-1	1.6	31
COc1ccc2c(c1)c1nc3n(c(=O)c1n2CC(=O)Nc1ccccc1)CCCS3	-20	2	8	-11	1	-26	3	0.6	-14
Cc1cccc(C(=O)NC(=S)N2CCN(C(=S)NC(=O)c3cccc(C)c3)CC2)c1	13	7	-2	4	-4	13	0	-4.5	12
Cc1ccn2c(CNCc3cnn(C)c3)c(C(=O)N3CCCCCC3)nc2c1	17	15	-1	-5	-2	3	0	-1.2	-9
C1=C(c2cccc3ccccc23)N2CCN=C2S1	21	3	-3	-39	0	-19	1	-1.2	-20
CCN(CC)S(=O)(=O)c1ccc(NCCCn2ccnc2)c([N+](=O)[O-])c1	-5	7	-2	16	2	-4	-2	0.2	25
COc1cccc(CNC(=O)CCc2nnc3ccc(NCCCN4CCCC4=O)nn23)c1	3	1	-4	-16	-1	-4	-4	-0.8	-22
COCCn1c(-c2cc(OC)c(OC)c(OC)c2)nc2oc3cc(OC)ccc3c(=O)c2c1=O	14	-5	1	-3	0	5	-4	/	0
COc1ccc(NC(=O)Nc2cccc(C)n2)c(OC)c1	20	22	1	-1	1	2	0	-0.2	2
CCCc1cc(=O)n2[nH]c(NCc3c(F)cccc3Cl)nc2n1	-14	15	-3	-7	0	-13	-2	-2.4	-11
c1ccc2c(Oc3ccc4c(c3)OCO4)nncc2c1	13	4	-2	17	1	-5	-3	0.2	16
CN(C)Cc1c(O)ccc2occ(C(=O)c3ccc(F)cc3)c12	0	6	-2	7	0	13	-1	-0.2	2
CCOC(=O)N1CCN(C(=O)C(C)SCc2ccccc2)CC1 (stereo not drawn)	15	26	-3	5	-2	3	-2	1.5	-6
N#Cc1ccc(C(=O)Nc2cccc3ncccc23)c(F)c1	-15	15	-2	4	0	-9	-1	14	11
Cn1nc(CC(=O)NCc2cccc3ccccc23)c2ccccc2c1=O	10	20	2	12	2	1	0	0.3	16
O=C(CC1(O)C(=O)N(Cc2ccccc2)c2ccccc21)c1ccc2c(c1)OCO2 (stereo not drawn)	12	-28	-4	11	2	25	-4	6.5	22
CCOC(=O)c1ccc(NS(=O)(=O)c2ccc3c(c2)CCCN3C(C)=O)cc1	-8	13	-10	-6	2	-4	0	0.6	10
O=S(=O)(Nc1ccncc1)c1ccc(Cl)c(Cl)c1	-32	6	0	8	0	-2	-2	-0.7	-6
COc1ccccc1Nc1cc(C(=O)NC2CCCC2)c2ccccc2n1	-17	-2	-5	-1	1	7	0	-1.2	5
Cc1oc2c(Cl)c(Cl)c(O)c(CN(C)C)c2c1C(=O)c1ccc(Cl)cc1	-5	18	-1	45	-2	38	-3	2.2	49*
O=C(CC(=O)NCCc1ccccc1)NCCc1ccccc1	15	11	-2	4	-2	15	2	-0.9	-27
CCCCn1nnnc1SCC(=O)Nc1ccc(F)cc1	-3	8	2	5	3	16	-1	-0.3	11
CCOC(=O)C(Cc1ccccc1)NC(=O)Cn1nnc(-c2ccc(SC)cc2)n1 (stereo not drawn)	-19	1	-2	18	-4	27	-1	4.5	13
C=CC1C(OC2OC(CO)C(O)C(O)C2O)OC=C(C(=O)OC)C1CC1CC(=O)CC(CC(=O)CCc2ccc(O)cc2)O1 (stereo not drawn)	8	3	-2	-1	-2	-3	-2	0.4	-22
COC(=O)C1CCC(C)(C(=O)Nc2ccccc2)C1(C)C (stereo not drawn)	-10	10	-8	19	1	6	-3	-0.2	13
CC(=O)NCC1CCN(C(=O)C2CCC(=O)N(CCc3cccc(F)c3)C2)CC1 (stereo not drawn)	-16	-7	-1	3	1	-9	1	-1.4	2
Oc1ccc(-c2nc3c4c(ncn3n2)-c2ccccc2CC42CCCC2)cc1	-5	6	6	6	61*	7	-6	18	12
CC(C)C[C@H](NC(=O)c1nc[nH]c1C(=O)NC1CCN(C(=O)OC(C)(C)C)CC1)C(=O)OC(C)(C)C	-4	1	-3	16	-12	15	-7	-1.3	21
CCc1ccc(OC(C)C(=O)N(Cc2ccco2)C2CCS(=O)(=O)C2)cc1 (stereo not drawn)	-26	11	-2	17	3	3	-1	-2.4	10
CCCCOC(=O)C1=C(C)NC2(O)c3ccccc3C(=O)C12O (stereo not drawn)	15	14	-3	-4	0	14	-1	-2.4	-6
CC(C)CC(=O)NC(=S)N1CCCCCC1	24	19	1	-4	0	4	3	-0.1	-7
COc1cccc(OC)c1C(=O)n1nc(C)cc1C	1	9	-21	1	-1	-18	-4	0.2	8
CCCOc1ccc(N2C(=O)CC(SCCN)C2=O)cc1 (stereo not drawn)	13	7	-3	9	-1	6	-1	0.2	42*
O=C(Nc1nccs1)c1ccc(S(=O)(=O)NCc2cccs2)cc1	-4	13	-1	19	-4	6	-1	0.1	26
CCOc1ccc(/C=N/n2c(C)nc3ccccc3c2=O)cc1	15	15	0	5	4	2	2	0.7	-8
CCOc1ccc(-n2cc(-c3ccc(OC)c(OC)c3)[nH]c2=S)cc1	-12	8	2	10	0	-1	-3	3.6	20
N#Cc1nc(-c2cccc(Cl)c2)oc1N1CCC(C(N)=O)CC1	15	8	-1	-1	-1	-4	1	-0.3	13
Cc1cccc(Nc2nc3c(c(=O)n(C)c(=O)n3C)n2CC(O)CO)c1 (stereo not drawn)	27	-3	5	-3	2	-18	-4	0.5	-7
COc1ccc2c(c1)CC/C(=C/c1ccncc1)C2=O	12	-33	-2	49	-2	24	-3	3.1	25
C=CCNC(=O)Cn1nnc(-c2ccc(-c3ccc(OC)cc3)cc2)n1	-10	20	-2	3	1	2	-5	2.0	18
COC(=O)C1CCN(c2ccc([N+](=O)[O-])cc2)CC1	22	14	-4	-1	1	5	2	-1.2	7
Cc1ccc(CNC(=O)C2CCN(C(=O)Nc3ccccc3)CC2)cc1	13	10	1	7	-1	-10	-1	-1.6	-6
COC(=O)c1ccc(-c2ncc(-c3cccc4ccccc34)o2)cc1	11	7	-1	-15	-10	2	0	3.0	11
Additional compounds:
SMILES	APJ antag	NLRP3 yeast inh	APJ agonist	tim23-1 inh	GRIN3A LBD mod	TIM10 inh	beta cell repl	MPTP block	tim10-1 inh
CC(OC(=O)c1cccc(S(=O)(=O)N2CCOCC2)c1)C(=O)NC1CCCCC1C (stereo not drawn)	-22	15	0	5	-2	1	1	-2.2	9
Cc1cc2ccccn2c1C(=O)c1nc(NCc2ccco2)ncc1Cl	14	3	40*	19	1	-7	1	3.8	22
CCOc1c(Cl)cc(C(=O)Nc2ccccc2-c2ccccc2)cc1Cl	1	17	-6	1	-2	15	-4	1.7	12
CS(=O)c1ccccc1COC(=O)Nc1ccccc1 (stereo not drawn)	-18	0	-4	13	-1	8	-2	-1.1	12
Cc1ccc(Cn2c(C)c3cnn(CC(=O)NCc4ccccn4)c(=O)c3c2C)cc1	5	8	-2	11	0	-1	-1	-0.4	-5
Cc1nn(C)cc1CNC(=O)CCC(=O)O	5	11	-1	-3	2	-3	0	-5.5	1
CCC1(C)Cc2ccccc2C(=O)N1 (stereo not drawn)	5	5	-1	6	0	14	-3	-2.8	2
O=C(Nc1ncccc1O)c1ccc2c(c1)OCO2	5	18	-8	-12	/	2	-3	-0.3	-16
CN(c1ccc(OCc2ccc([N+](=O)[O-])cc2)cc1)S(=O)(=O)c1ccccc1	13	16	-1	7	0	4	0	2.1	-11
C=CCn1c(NCc2ccccc2O)nc2ccccc21	10	17	-3	20	0	-6	1	6.3	8
C/C(=N\Nc1ccc([N+](=O)[O-])cc1[N+](=O)[O-])c1ccc(-n2nncc2C(C)(C)C)cc1	-42	9	1	32	-5	16	-6	3.8	29
N#Cc1ccccc1OCC(=O)OCC(=O)c1ccc[nH]1	-5	15	-1	5	2	-1	2	1.0	7
COc1ccccc1NC(=O)C1CCCN(C(=O)Nc2ccc(F)cc2)C1 (stereo not drawn)	-13	9	3	24	1	6	-2	-1.1	-5
